Shiga inhibitor: blocks Shiga toxin action in Vero cells | Vero cells, Shiga toxin protein synthesis inhibition reporter | inhibition, % at 38.7 µM | 290,000 tested, 9.2% active; in the data active means inhibition mostly above about 28%, no sharp cut-off; inactive means mostly below about 43%; further: 0% is about no effect
LmPK inh: inhibitors of Leishmania mexicana pyruvate kinase; Q27686; AID 1721; 290,000 tested, 0.37% active; purified LmPK, Kinase-Glo ATP luminescence, 1 h; Potency, µM (highest dose often 57.5 µM), for the others: at the top dose activity change, negative = inhibition, most hits filed as inhibitors; further: potency means the concentration at half of the fitted maximal effect; on the % scale 0 is the no-effect control and ±100 the full control effect
Target sequence (Q27686 whole entry, looked up): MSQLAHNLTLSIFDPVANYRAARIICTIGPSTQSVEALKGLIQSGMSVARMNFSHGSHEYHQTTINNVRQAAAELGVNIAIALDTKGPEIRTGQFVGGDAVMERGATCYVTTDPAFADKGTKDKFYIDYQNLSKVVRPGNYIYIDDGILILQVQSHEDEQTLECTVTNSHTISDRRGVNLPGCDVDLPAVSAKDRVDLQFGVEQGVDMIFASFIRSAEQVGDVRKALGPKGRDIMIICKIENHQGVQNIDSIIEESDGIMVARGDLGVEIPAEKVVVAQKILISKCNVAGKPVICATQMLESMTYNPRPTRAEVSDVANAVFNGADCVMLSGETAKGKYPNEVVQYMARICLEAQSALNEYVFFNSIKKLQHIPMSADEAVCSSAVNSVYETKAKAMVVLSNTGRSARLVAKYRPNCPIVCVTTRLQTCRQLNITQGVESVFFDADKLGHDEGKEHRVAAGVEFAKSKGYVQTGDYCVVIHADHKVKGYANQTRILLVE
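Pyruvate kinase activity monitored as ATP production (luciferase luminescence). Conditions: 0.1 nM enzyme, 0.5 mM PEP, 0.1 mM ADP, 1 h, RT; normalized against uninhibited and no-enzyme wells.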
Pf growth 96h: P. falciparum growth inhibition at 96 hour, primary screen for plastid delayed-death inhibitors. 320,000 tested, 6.9% active. P. falciparum luciferase reporter growth, 96 h. Potency, µM (titrated, usually from 28.7 µM), for inactives: top-dose activity change, negative = inhibition, actives largely listed as inhibitors; further: potency means the concentration at half of the fitted maximal effect; on the % scale 0 is the no-effect control and ±100 the full control effect
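Two-generation exposure (96 h) targets delayed-death phenotype. Reporter parasites carrying integrated firefly luciferase, in red cells at 2% hematocrit and 0.05% parasitemia final, kept at 37 C, 5% CO2; luminescence loss indicates inhibition.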
Pf growth 48h: P. falciparum growth inhibition at 48 hours (one generation) | P. falciparum luciferase growth in erythrocytes, 48 h | Potency, µM (highest dose often 28.7 µM), for inactives: at the top dose activity change, negative = inhibition, actives largely listed as inhibitors | 310,000 tested, 5.9% active | AID 504832; further: potency means the concentration at half of the fitted maximal effect; on the % scale 0 is the no-effect control and ±100 the full control effect
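Read-out is firefly luciferase luminescence from an integrated reporter in P. falciparum, so falling signal marks reduced parasite growth. Infected erythrocytes were at 2% hematocrit and 0.1% parasitemia (final) in Albumax-supplemented RPMI 1640.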
Tb PYK inh: blocks Trypanosoma brucei pyruvate kinase. TbPYK enzyme, Kinase-Glo Plus ATP luminescence, 45 min. Potency, µM (highest dose often 76.8 µM), for the others: top-dose activity, negative = inhibition, most hits filed as inhibitors. 410,000 tested, 0.12% active. Q57TT1; further: potency means the concentration at half of the fitted maximal effect; on the % scale 0 is the no-effect control and ±100 the full control effect; nearly all actives have a fitted effect of over 50% in size
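Screened from lowest to highest concentration, compounds were pinned into TbPYK/substrate mixtures, and ADP (130 uM final) was added. Plates sat at room temperature for 45 min prior to Kinase-Glo Plus detection by luminescence.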
AmpC inh no detg: inhibitors of E. coli AmpC beta-lactamase without detergent. P00811. AmpC nitrocefin hydrolysis, absorbance 480 nm, 0.0001% Triton. Potency, µM (doses to about 57.1 µM), for the others: top-dose activity change, negative = inhibition, hits mostly inhibitors. 330,000 tested, 0.52% active. AID 485341;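 further: potency means the concentration at half of the fitted maximal effect; plate controls were no compound for no effect and no enzyme for full effect; nearly all actives have a fitted effect of over 20% in size; some results filed as inactive show a strong effect at the top dose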
Target sequence (P00811 whole entry, looked up): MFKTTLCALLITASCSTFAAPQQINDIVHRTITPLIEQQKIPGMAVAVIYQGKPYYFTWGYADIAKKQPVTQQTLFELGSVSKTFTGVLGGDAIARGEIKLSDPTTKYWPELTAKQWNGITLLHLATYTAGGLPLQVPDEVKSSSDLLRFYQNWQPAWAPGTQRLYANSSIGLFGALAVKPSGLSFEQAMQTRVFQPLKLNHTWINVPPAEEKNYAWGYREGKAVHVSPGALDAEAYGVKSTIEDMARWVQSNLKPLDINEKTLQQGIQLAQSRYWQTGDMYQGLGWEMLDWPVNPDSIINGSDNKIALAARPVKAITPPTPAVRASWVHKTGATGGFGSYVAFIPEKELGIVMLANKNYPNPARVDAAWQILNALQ
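20 mM phosphate pH 7.0 + 0.01% (detergent screen) or 0.0001% Triton X-100; 5.3 nM AmpC reagent; cpd preinc 15 min RT; nitrocefin (800 uM stock) to start; A480 q20 s × 4 min; Activity was normalised to no-enzyme and no-compound control wells.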
Cycloheximide cs: affects cycloheximide protein synthesis inhibition readout, counter-screen; cell reporter, cycloheximide protein synthesis inhibition counterscreen; max response, %; 300,000 tested, 12% active; AID 2314; in the data active means max response mostly above about 13%, no sharp cut-off; inactive means mostly below about 14%; further: read at 38.3 µM for the half of the compounds with a filed dose; 0% is about no effect
* hit, by the source's call; i = inactive; ? = inconclusive; · = no result given; & = joins results of further samples; [ ] = remark or other dose. Unless noted, the call rests on the fitted dose curve; in most records, active means well fitted curve in the direction sought with a large enough effect; inconclusive means small, poorly fitted or top-dose-only effect, or another doubt; inactive means no such curve, though single readings can be large; an effect the other way counts as inactive or inconclusive. This is a random part of the collection. Share with any hit: about 22%.

SMILES	Shiga inhibitor	LmPK inh	Pf growth 96h	Pf growth 48h	Tb PYK inh	AmpC inh no detg	Cycloheximide cs
COC(=O)c1sccc1NC(=O)CC1C(=O)NCCN1C(=O)Nc1ccc(C(F)(F)F)cc1 (stereo not drawn)	-3	0%	1%	-19%	0%	174%[activator]	-4
CN1CCN(c2ccc(S(=O)(=O)N3CCCCC3)cc2NC(=O)CSCc2ccccc2)CC1	2	-5%	?	?	-7%	143%[activator]	-3
COC(=O)c1ccc(/C=N/NS(=O)(=O)c2cc(C)ccc2C)cc1	-3	-1%	34%[activator]	10%	-7%	-41%	13
O=C(Nc1ccc2c(c1)OCCO2)C1CCCN(S(=O)(=O)c2cccs2)C1 (stereo not drawn)	-7	7%	·	7%	-2%	-56%	-2
CC(C)CN1C(=O)c2ccc(C(=O)Nc3c[nH]c(=O)[nH]c3=O)cc2C1=O	-15	-2%	?	14%	-3%	-7%	-4
CCOc1nc(OCC)nc(-n2cc(-c3ccccc3)nn2)n1	19	-2%	?	-17%	2%	-1%	2
Cc1noc(C)c1C(=O)N1CCC2(CC1)Oc1ccc(F)cc1C(=O)C21CC(c2ccc(Cl)cc2)=NO1 (stereo not drawn)	-7	2%	?	12µM*	-1%	181%[activator]	-4
COc1ccc(Oc2nc(SC)nc3ccsc23)cc1	-2	4%	56%[activator]	2%	3%	-9%	7
Cc1c(/C=N/N2C(=O)C3C4C=CC(C4)C3C2=O)c2ccccc2n1C (stereo not drawn)	-11	1%	0%	16%	-5%	-3%	1
O=C(COc1ccc(C(=O)c2ccccc2)cc1)NC1CCCCCC1	-6	7%	?	?	3%	-3%	-2
Cc1ccc(CSc2nnc(Nc3ccc(C)cc3)s2)cc1	-7	5%	-28%	·	-1%	-33%	-1
CN(Cc1ccc(C(F)(F)F)cc1)C(=O)C1CCC(=O)N(C2CC2)C1 (stereo not drawn)	-7	0%	-9%	18%	-13%	36%	10
CCOC(=O)/C(=C/c1ccc(OC(=O)c2ccccc2)cc1)C(C)=O	39*	-3%	-11%	-3%	-18%	-11%	7
CSc1ncc(CN2CCN(C3CCCC3)C(CCO)C2)cn1 (stereo not drawn)	-4	-4%	-13%	24%	2%	-18%	-1
c1ccc(Sc2cccc3ccccc23)c(CNC2=NCCN2)c1	-4	-2%	0.93µM*	1.2µM*	-6%	-7%	-3
CCOC(=O)C1=C(C)N=C2SC(C(=O)OC)=CC(=O)N2C1c1ccc(OC)cc1 (stereo not drawn)	-5	6%	i	?	2%	-9%	-4
Cc1cc(NC(=O)COc2ccccc2C)no1	110*	7%	-27%	175%[activator]	-9%	-11%	46*
Cc1nnc(NC(=O)c2ccc(S(=O)(=O)N3CCCCCC3)cc2)o1	-34	0%	-29%	?	-8%	-21%	-1
COc1ccc(-c2cc([C@H]3[C@H]4C=CC[C@@H](C)[C@@H]4C(=O)N3Cc3ccccc3)ccc2F)cc1	20	1%	?	?	5%	-6%	2
CCCCC1=CC2=C(c3ccco3)C(=O)C(C)(OC(=O)c3ccc(OC)cc3)C(=O)C2=CN1Cc1ccc2c(c1)OCO2 (stereo not drawn)	23	-6%[11.5 µM]	?	?	-5%	-1%	-3
Cc1ccc(C)c(NC(=S)NCc2ccc3c(c2)OCO3)c1	-4	1%	2%	-11%	-5%	-21%	-1
O=C(Cn1c(=O)cnc2ccccc21)Nc1cccc(S(=O)(=O)N2CCOCC2)c1	·	·	?	-21%	2%	-30%	·
COc1ccc(O)c(C(=O)C2c3ccccc3C(=O)N2c2ccc(C)cc2)c1 (stereo not drawn)	81*	-21%	1.5µM*	?	?	-53%	44*
Cc1ccc(S(=O)(=O)Nc2cc(=O)[nH]c3c2CCC3)cc1	0	-3%	37%[activator]	38%[activator]	-1%	-18%	-1

Full records, looked up by structure. Values in the order: Shiga inhibitor	LmPK inh	Pf growth 96h	Pf growth 48h	Tb PYK inh	AmpC inh no detg	Cycloheximide cs
`CSc1ncc(CN2CCN(C3CCCC3)C(CCO)C2)cn1` (stereo not drawn) is listed with -4	-4%	-13%	24%	2%	-18%	-1
`Cc1cc(NC(=O)COc2ccccc2C)no1` is listed with 110*	7%	-27%	175%[activator]	-9%	-11%	46*

Following part
SMILES	Shiga inhibitor	LmPK inh	Pf growth 96h	Pf growth 48h	Tb PYK inh	AmpC inh no detg	Cycloheximide cs
COCCN1Cc2cccc(C(=O)NCCCN3CCCC3=O)c2C1=O	26	-1%	7%	9%	4%	0%	1
CC(=O)Nc1ccc(CN2CCCC(CO)(Cc3ccccc3C)C2)cc1 (stereo not drawn)	-8	-1%	-11%	?	-4%	-9%	-1
Cn1ccnc1C1CCCCN1Cc1nc(Cc2cccc(C(F)(F)F)c2)no1 (stereo not drawn)	-8	3%	?	?	7%	104%[activator]	-3
COc1ccc(Cl)cc1NC(=O)CC(C)c1ccccc1 (stereo not drawn)	-12	1%	·	·	-2%	-17%	-2
COc1cccc(CNC(=O)CN2C(=O)COc3ccc(S(=O)(=O)N4CCOCC4)cc32)c1	8	5%	?	11%	-9%&-3%	2%	6
COc1ccc(N2C(=O)CCC(C(=O)N3CCCCC3)C2c2ccc(OC)c(OC)c2)cc1 (stereo not drawn)	-15	6%	54%[activator]	7%	1%	19%	0
CCN1CCN(S(=O)(=O)Cc2ccccc2Cl)CC1	2	-3%	?	11%	4%	-2%	-3
CCO[C@@H]1OC(C(=O)NC2CC2)=C[C@H](C2CC2)[C@H]1CCCO	-1	-1%	52%[activator]	42%[activator]	-6%	-3%	-11
O=S(=O)(Nc1ccc(O)c2ccccc12)c1ccc(Br)cc1	-5	?	?	4.7µM*	·	11µM*	-3
O=C(CSCc1ccccc1Br)N/N=C/c1ccccc1C(=O)O	11	6%	-18%	-8%	9%	-14%	1
COC(=O)c1nnn(CC(=O)NC(=O)Nc2ccccc2F)c1C(=O)OC	-2	-4%	7%	-8%	4%&0%	-12%	2
O=C(c1ccco1)c1cn(Cc2ccccc2)c2ccccc12	77*	1%	0%	·	4%	-20%	38*
N#Cc1ccc(CSC2=NCCN2)cc1	36	4%	?	?	7%	-15%	13
Cc1nn(-c2ccccc2)c(C)c1C(=O)OCC(=O)N(C)C1CCS(=O)(=O)C1 (stereo not drawn)	61*	-28%	169%[activator]	139%[activator]	2%	-14%[11.4 µM]	33*
Cc1ccc(-c2nc(SC(C)C(=O)c3c(N)n(C)c(=O)n(C)c3=O)n[nH]2)cc1 (stereo not drawn)	·	·	-15%	-2%	-3%	-15%	·
COc1ccccc1S(=O)(=O)Nc1ccc(-c2nnc3n2CCCCC3)cc1	-26	-5%	5%	-14%	3%	55%	-4
COc1ccc(-n2c(=O)cc(N3CCN(Cc4ccccc4)CC3)[nH]c2=O)cc1	16	1%	0%	3%	1%	-12%	-1
COc1ccc(NC(=O)NC2CCCCCCC2)cc1	61*	1%	26%	137%[activator]	-5%	-29%	45*
O=C(c1cn(-c2ccccc2)nc1-c1ccc(Cl)s1)N1CCOCC1	-3	0%	18%	?	-8%	150%[activator]	-1
C/C(CC(=O)Nc1cccc(Cl)c1Cl)=N\NC(=O)c1ccccc1N	112*	-1%	28%	6%	0%	-43%	37*
Cc1ccc(NC(=O)C2CCCN(C(=O)c3ccc(Cl)cc3)C2)cc1S(=O)(=O)N1CCOCC1 (stereo not drawn)	-5	2%	7.4µM*	?	0%	73%[activator]	-2
COc1ccc(Cl)cc1NC(=O)NNC(=O)c1ccccn1	-1	0%	10µM*	-23%	6%	-8%	24*
CN(CCc1ccccc1)C(=O)CCc1nnc(Cc2ccc3c(c2)OCO3)o1	32	0%	?	?	3%	67%[activator]	13*
CC(/C=N/NC(=O)CNc1n[nH]c(=O)[nH]c1=O)c1ccccc1 (stereo not drawn)	-3	-10%	70%[activator]	-9%	-1%	-13%	-1

Reformatted as labelled records: 4 of the compounds above.
> CCO[C@@H]1OC(C(=O)NC2CC2)=C[C@H](C2CC2)[C@H]1CCCO
- Shiga inhibitor: -1
- LmPK inh: -1%
- Pf growth 96h: 52%[activator]
- Pf growth 48h: 42%[activator]
- Tb PYK inh: -6%
- AmpC inh no detg: -3%
- Cycloheximide cs: -11
> O=S(=O)(Nc1ccc(O)c2ccccc12)c1ccc(Br)cc1
- Shiga inhibitor: -5
- LmPK inh: ?
- Pf growth 96h: ?
- Pf growth 48h: 4.7µM*
- Tb PYK inh: ·
- AmpC inh no detg: 11µM*
- Cycloheximide cs: -3
> O=C(CSCc1ccccc1Br)N/N=C/c1ccccc1C(=O)O
- Shiga inhibitor: 11
- LmPK inh: 6%
- Pf growth 96h: -18%
- Pf growth 48h: -8%
- Tb PYK inh: 9%
- AmpC inh no detg: -14%
- Cycloheximide cs: 1
> COC(=O)c1nnn(CC(=O)NC(=O)Nc2ccccc2F)c1C(=O)OC
- Shiga inhibitor: -2
- LmPK inh: -4%
- Pf growth 96h: 7%
- Pf growth 48h: -8%
- Tb PYK inh: 4%&0%
- AmpC inh no detg: -12%
- Cycloheximide cs: 2

Further results:
SMILES	Shiga inhibitor	LmPK inh	Pf growth 96h	Pf growth 48h	Tb PYK inh	AmpC inh no detg	Cycloheximide cs
Cc1ccccc1Nc1nc(N)nc(CN2CCN(C(=O)c3ccccc3)CC2)n1	26	-4%	-21%	-7%	-3%	12%	-2
O=C(NNS(=O)(=O)c1ccccc1[N+](=O)[O-])c1ccc(O)cc1	-13	0%	41%[activator]	·	-5%	-22%	-3
COc1ccc2cc(C(=O)CS(=O)(=O)c3ccccc3)c(=O)oc2c1	25	-14%	12µM*	-3%	-21%	-38%	21
COCCn1c(SCC(=O)Nc2ccc(C(N)=O)cc2)nc2c([nH]c3ccccc32)c1=O	-7	0%	1%	21%	-1%	-18%	-2
COC(=O)c1ccc(/C=C/c2c(-c3ccsc3)sc3ccccc23)cc1	9	-2%	?	?	2%	-50%	2
O=C(O)c1ccccc1C(=O)Nc1ccc(Br)c(C(F)(F)F)c1	23	3%	41%	28%	6%	-20%	-2
CCOC(=O)C1CCCCN1Cc1cccc(OC)c1OC (stereo not drawn)	-13	-7%	57%[activator]	·	5%	-4%	-3
O=C(c1ccccc1)N1CCCN(c2nccc(C(F)(F)F)n2)CC1	-3	-1%	8%	-9%	1%	28%	1
CN1CCN(C2=CC(=O)OC23CCCCC3)CC1	-5	-3%	-20%	2%	-6%	-23%	-2
Cc1cc(NC(=O)CSc2nc3c(C)ccc(C)c3cc2C#N)no1	-4	-8%	35%[activator]	12%	3%	-11%	-7

Retrieved by compound from above (2):
SMILES	Shiga inhibitor	LmPK inh	Pf growth 96h	Pf growth 48h	Tb PYK inh	AmpC inh no detg	Cycloheximide cs
CCO[C@@H]1OC(C(=O)NC2CC2)=C[C@H](C2CC2)[C@H]1CCCO	-1	-1%	52%[activator]	42%[activator]	-6%	-3%	-11
CCOC(=O)C1CCCCN1Cc1cccc(OC)c1OC (stereo not drawn)	-13	-7%	57%[activator]	·	5%	-4%	-3

Screening data: PubChem, National Center for Advancing Translational Sciences (NCATS)
